12-LOX inh: Primary qHTS assay for inhibitors of human arachidonate 12S-lipoxygenase (ALOX12): Round 2; AID 1671190, 2021; actives 1.1% (n = 580,000); Polyunsaturated fatty acid lipoxygenase ALOX12 (Homo sapiens), P18054; purified 12hLO, xylenol orange hydroperoxide absorbance; Potency, µM (highest dose often 108 µM), for inactives: at the top dose activity change, negative = inhibition, hits mostly inhibitors; also: % is scaled to controls: 0 for no effect and ±100 for the full control effect
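Hydroperoxide product was detected by ferrous iron/xylenol orange as the 573 to 405 nm absorbance ratio. Arachidonic acid at 40 uM (final) was turned over for 30 min at room temperature by 150 nM human 12hLO, pH 7.0 Hepes buffer, after 15 min compound preincubation.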
rTrxR1 inhibitor: qHTS Assay for Inhibitors of Mammalian Selenoprotein Thioredoxin Reductase 1 (TrxR1): qHTS; Potency, µM (top dose mostly 114 µM), for the others: top-dose activity change, negative = inhibition, actives largely listed as inhibitors; Thioredoxin reductase 1, cytoplasmic (Rattus norvegicus), O89049; actives 1% (n = 390,000); recombinant rTrxR1, NADPH fluorescence consumption, selenite substrate; also: % is scaled to controls: 0 for no effect and ±100 for the full control effect; nearly all actives have a fitted effect of over 65% in size
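Rat TrxR1 (90 nM in the dispensed reagent) was pre-reduced with 400 uM NADPH for 5 min at room temperature, then incubated with compound for 15 min. After 400 uM selenite was added, NADPH fluorescence (Ex 340/Em 450 nm) was followed for 8 min.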
ERG-DNA inh: qHTS for Small Molecule Inhibitors of the ERG Ets/DNA interaction. actives 0.028% (n = 370,000). Transcriptional regulator ERG (Homo sapiens), P11308. fluorescence polarization, His-ERG Ets domain / labelled DNA. AID 624246, 2012. Potency, µM (series often up to 76.9 µM), without a hit: top-dose FP activity, negative = inhibition, hits mostly inhibitors; active = well fitted inhibition curve with a large enough effect in the polarisation, with a control signal flat; inconclusive = small, poorly fitted or top-dose-only effect, or effect the other way, or a change in a side signal; inactive = no such curve, though single readings can be large or run the other way; the % refers to the polarisation;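 also: polarization taken with two DNA probes labelled with fluorescein and Texas red; % of control where 0% means no effect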
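His-tagged ERG Ets domain (1 uM in the protein solution; 300mM KCl, 50mM Tris-HCl, 1mM EDTA, 1mM DTT, pH 7.5) received compound, then a probe mix of 5 nM fluorescein-DNA and 100nM Texas-615-DNA. Fluorescence polarization was read for both dyes.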
HP1b chromo inh: HTS for Inhibitors of HP1-beta Chromodomain Interactions with Methylated Histone Tails; Chromobox protein homolog 1 (Homo sapiens), P83916; AlphaScreen HP1-beta / biotin-H3K9me3 peptide binding; Potency, µM (titrated, usually from 114 µM), for inactives: top-dose activity change, negative = inhibition, most hits filed as inhibitors; actives 0.56% (n = 390,000); AID 540317, 2011; also: nearly all actives have a fitted effect of over 70% in size; inactives centre near 23
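AlphaScreen: HP1-beta (50 nM) preformed 30 min with biotin-H3(1-18)K9me3 peptide (50 nM) in PBS pH 7.4, 0.01% Tween-20. Compound added for 30 min at RT, then streptavidin donor/nickel chelate acceptor beads (10 ug/mL) for 30 min.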
PGK inhibitor: qHTS Assay to Find Inhibitors of Phosphoglycerate Kinase. Phosphoglycerate kinase, glycosomal (Trypanosoma brucei brucei), P07378. PGK/GAPDH coupled, Kinase-Glo luminescence, 60 min. Potency, µM (highest dose often 57.5 µM), without a hit: top-dose activity change, negative = inhibition, actives largely listed as inhibitors. actives 0.043% (n = 380,000). AID 602233, 2012; also: % is scaled to controls: 0 for no effect and ±100 for the full control effect; nearly all actives have a fitted effect of over 60% in size
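Recombinant glycosomal PGK reaction used 1,3-bisphosphoglycerate generated in-well by GAPDH (100nM final) in 100mM TEA pH 7.6, 5mM MgCl2, 0.01% Tween-20. After 60 minutes at room temperature, ATP was read by Kinase-Glo Plus luminescence end-point.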
RGS4 inh: Inhibitors of Regulator of G Protein Signaling (RGS) 4: qHTS; Potency, µM (doses to about 114 µM), for the others: at the highest dose activity change, negative = inhibition, hits mostly inhibitors; actives 0.039% (n = 390,000); Regulator of G-protein signaling 4 (Homo sapiens), P49798; AID 504845, 2011; Transcreener GDP fluorescence polarization, RGS4-accelerated GTP hydrolysis; also: % is scaled to controls: 0 for no effect and ±100 for the full control effect; nearly all actives have a fitted effect of over 75% in size; some results filed as inactive show a strong effect at the top dose
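MLSMR compounds (23 nl, pin-transferred) preincubated 10 min at room temperature with a 500nM (2x) first reagent, then RGS4 at 900nM (2x) plus Transcreener GDP mix added; fluorescence polarization (620/688 nm) read before and after 90 min at 30 °C.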
Pin1 inhibitor: qHTS Assay to Find Inhibitors of Pin1; Peptidyl-prolyl cis-trans isomerase NIMA-interacting 1 (Homo sapiens), Q13526; Pin1 FP peptide displacement, HiFluor488, 10 min; Potency, µM (doses to about 115 µM), for inactives: at the highest dose activity, negative = inhibition, usual class: inhibitors; actives 0.009% (n = 390,000); active = well fitted inhibition curve with a large enough effect in the polarisation, with a control signal flat, not every such curve was filed as active; inconclusive = small, poorly fitted or top-dose-only effect, or effect the other way, or a change in a side signal; inactive = no such curve, though single readings can be large or run the other way; the % refers to the polarisation; also: % is scaled to controls: 0 for no effect and ±100 for the full control effect
JMJD2A Tudor inh: qHTS Assay for Inhibitors of JMJD2A-Tudor Domain; Lysine-specific demethylase 4A (Homo sapiens), O75164; AlphaScreen JMJD2A-Tudor / H3K4me3 peptide binding; Potency, µM (titrated, usually from 114 µM), for the others: top-dose activity change, negative = inhibition, most hits filed as inhibitors; actives 4.4% (n = 390,000); also: % is scaled to controls: 0 for no effect and ±100 for the full control effect; nearly all actives have a fitted effect of over 50% in size
Target sequence (O75164 whole entry, looked up, the tested form may be a part): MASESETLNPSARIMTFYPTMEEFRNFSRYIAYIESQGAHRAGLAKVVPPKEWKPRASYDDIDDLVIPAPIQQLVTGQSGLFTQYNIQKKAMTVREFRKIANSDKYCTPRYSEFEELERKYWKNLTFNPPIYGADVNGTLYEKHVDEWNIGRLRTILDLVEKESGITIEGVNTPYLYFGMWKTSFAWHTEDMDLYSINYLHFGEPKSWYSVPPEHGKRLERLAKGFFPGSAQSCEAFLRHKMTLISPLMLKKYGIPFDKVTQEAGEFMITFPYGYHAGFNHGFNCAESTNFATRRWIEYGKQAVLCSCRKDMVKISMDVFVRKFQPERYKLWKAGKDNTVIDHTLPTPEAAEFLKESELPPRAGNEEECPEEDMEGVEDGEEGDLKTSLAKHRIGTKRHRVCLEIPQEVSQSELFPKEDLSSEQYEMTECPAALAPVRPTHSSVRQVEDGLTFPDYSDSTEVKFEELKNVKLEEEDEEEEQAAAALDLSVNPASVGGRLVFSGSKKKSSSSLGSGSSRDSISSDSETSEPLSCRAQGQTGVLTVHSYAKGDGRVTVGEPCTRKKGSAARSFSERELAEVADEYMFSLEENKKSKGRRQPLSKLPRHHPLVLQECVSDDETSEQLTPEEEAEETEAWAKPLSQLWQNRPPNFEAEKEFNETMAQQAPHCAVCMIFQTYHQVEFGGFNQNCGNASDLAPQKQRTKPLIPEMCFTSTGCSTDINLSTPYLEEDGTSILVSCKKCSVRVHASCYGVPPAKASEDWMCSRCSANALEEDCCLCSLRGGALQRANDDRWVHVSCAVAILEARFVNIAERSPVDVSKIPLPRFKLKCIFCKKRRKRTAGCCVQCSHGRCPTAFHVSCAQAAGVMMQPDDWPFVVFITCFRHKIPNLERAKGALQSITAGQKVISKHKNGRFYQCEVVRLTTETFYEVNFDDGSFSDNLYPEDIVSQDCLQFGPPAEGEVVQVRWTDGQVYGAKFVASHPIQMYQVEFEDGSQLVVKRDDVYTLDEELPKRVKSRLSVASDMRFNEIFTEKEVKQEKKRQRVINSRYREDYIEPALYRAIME
GLS inh: qHTS for Inhibitors of Glutaminase (GLS); GLS enzymatic activity, qHTS titration; Glutaminase kidney isoform, mitochondrial (Homo sapiens), O94925; actives 0.21% (n = 410,000); Potency, µM (titrated, usually from 45.5 µM), inactives show top-dose activity change, negative = inhibition, hits mostly inhibitors; also: % is scaled to controls: 0 for no effect and ±100 for the full control effect
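Glutamate formation by hKGA was monitored fluorometrically using coupled glutamate oxidase, HRP and Amplex Red. Substrate was added as 1 mM L-glutamine solution; incubation was 30 min at RT after an initial read.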
Active calls of the source: *; i = inactive; ? = inconclusive; nt = not tested or not shown; & = joins results of further samples; [ ] = another dose, or the depositor's remark. Unless noted, calls follow the shape of the dose curve; as a rule, active = well fitted curve in the direction sought with a large enough effect; inconclusive = small, poorly fitted or top-dose-only effect, or another doubt; inactive = no such curve, though single readings can be large; an effect the other way counts as inactive or inconclusive. Potency is read from the fitted curve at half-maximal effect.

SMILES | 12-LOX inh | rTrxR1 inhibitor | ERG-DNA inh | HP1b chromo inh | PGK inhibitor | RGS4 inh | Pin1 inhibitor | JMJD2A Tudor inh | GLS inh
CCOC(=O)CNC(=O)CSc1nc2cccnc2n1C1CCCCC1 | 0% | 3% | -5% | -13% | 7% | -17%[11.4 µM] | 2% | 2%[11.4 µM] | -8%
Cc1cccc(CCNC(=O)c2nn(C)c3c2CSc2ccccc2-3)c1 | 0% | -16% | -4% | 30% | 1% | 13% | 0% | -8% | -9%
O=C(NCc1ccc(F)cc1)C1CCN(S(=O)(=O)c2ccc(Br)s2)CC1 | -1% | 7%[57.1 µM] | -3% | 31%[activator] | -4% | -4% | 1% | 8% | -2%
CCN(CC)C(=O)c1cc(-c2ccc(Br)cc2)on1 | 2% | 10% | -2% | 13% | -3% | 7% | 6% | 0% | -1%
Cc1ccc(NC(=O)CCc2nc3ccccc3s2)c(O)c1 | ? | 26% | 5% | 30% | 6% | 18% | 0% | -10% | 11%
Cc1ccc(C(=O)N/N=C/c2cn(Cc3ccccc3)c3ccccc23)cn1 | 75%[activator] | 10% | 19% | 15% | -4% | 2% | 9% | ? | -6%
COc1ccccc1N(C)S(=O)(=O)c1ccc(C(=O)Nc2ccc3nc(C)sc3c2)cc1 | -12% | 2% | -7% | 11% | 1% | 10% | ? | -18% | 1%
O=C(COc1ccccc1Br)NC1CCCC1 | -12% | 1% | -2% | 0% | i | -18% | -2% | -5% | -1%
CCCOc1ccc(C2C(C(=O)OC)=C(C)N=C3SCCC(=O)N32)cc1OCC (stereo unspecified) | 377%[activator] | -6% | -2% | 15% | 4% | 0% | 1% | -26% | 0%
O=C(NCCS(=O)(=O)N1CCN(c2cccc(Cl)c2)CC1)c1cc(=O)c2ccccc2o1 | -3%&-8% | 23% | 14%&-1% | 38% | -1% | -13%&-29% | 9%&14% | -5%&-3% | -1%&0%
Cc1ccccc1NC(=O)C1CC(=O)N(Cc2ccccc2)C1 (stereo unspecified) | -8% | 23%[57.1 µM] | 2% | -19% | i | -20% | 7% | -5%[57.1 µM] | -11%
O=C(c1ccc(CS(=O)c2ccccc2Cl)o1)N1CCOCC1 (stereo unspecified) | 16% | ? | -12% | 64%[activator] | -6% | -14%[56.9 µM] | -11% | -8% | -2%
Cc1ccccc1/C=N\NC(=O)c1csnn1 | ? | -2%[57.1 µM] | 9% | 31% | -5% | -16% | -20% | -32% | 0%
Nc1ccc2c(c1Cl)C(=O)c1ccc(N)c(Cl)c1C2=O | 2% | 17%[57.1 µM] | 6% | 15% | ? | -9% | ? | 56µM* | -33%
Cc1ccc(S(=O)(=O)N[C@@H](C)C(=O)N2CCC(C(=O)N[C@@H](Cc3ccccc3)C(=O)O)CC2)cc1 | -7% | 22% | 3% | 62%[activator] | 12% | -13%[56.9 µM] | -6% | -7% | 0%
CCCn1c(COc2ccccc2OC)nc2ccccc21 | -5% | 11% | 0% | 45%[activator] | -6% | 12% | -3% | -3% | -8%
COc1cccc(C(=O)Oc2ccc3ccc(=O)oc3c2)c1 | -8% | 15% | -1% | 73%[activator] | nt | -25% | -11% | -8% | -1%
Cc1ccc(OCc2nnc(SC3CCc4ccccc4C3=O)n2C)cc1 (stereo unspecified) | -17% | ? | 1% | 8% | 1% | -43% | 2% | 28µM* | 21%
Cc1ccc(-n2c(C)cc(-c3csc(N)n3)c2C)cc1 | ? | ? | -9% | ? | -7% | -50% | ? | 40µM* | 1%
C[C@H]1CN([C@@H](C)CO)C(=O)c2cccc(NC(=O)C3CC3)c2O[C@H]1CN(C)Cc1ccncc1 | -2% | ? | 0% | 48%[activator] | 1% | 3% | -2% | -10% | 6%
Cc1ccc2c(c1)OC(c1ccc3c(c1)OCCO3)CC2=O (stereo unspecified) | 57%[activator] | 14% | -4% | 100%[activator] | nt | -26% | 9% | 33% | 0%
C[C@H](CO)N1C[C@H](C)[C@@H](CN(C)Cc2ccccc2)Oc2c(NS(=O)(=O)c3cn(C)cn3)cccc2C1=O | ? | -16% | 0% | 34% | 11% | 13% | 1% | -26% | 9%
COC(=O)c1sccc1S(=O)(=O)Nc1ccc(Cl)cc1 | 0% | 28% | 4% | -1% | -3% | -4% | -13% | -16% | 5%
Cc1ccc(C)c(N(CC(=O)NN=C2CCN(C)CC2)S(=O)(=O)c2ccccc2)c1 | -19% | -10% | -3% | 21% | 6% | -8% | -2% | -5% | 18%
N#Cc1cc(-c2ccccc2)oc1NC(=O)c1ccco1 | 0% | -22% | -1% | 47%[activator] | 10% | -40%[56.9 µM] | -5% | -17%[57.1 µM] | 3%

Continuation:
SMILES | 12-LOX inh | rTrxR1 inhibitor | ERG-DNA inh | HP1b chromo inh | PGK inhibitor | RGS4 inh | Pin1 inhibitor | JMJD2A Tudor inh | GLS inh
CN(C)c1ccc(CN(CC2CCCO2)C(=O)c2cccs2)cc1 (stereo unspecified) | -23% | 35%[activator] | -15% | 18% | -1% | -14% | -11% | ? | 23%
Cc1c(C(=O)Nc2ccccc2)sc2nc(-c3ccccc3)cn12 | 0% | 17% | -4% | 5% | -10% | 27% | ? | 0%[57.1 µM] | 4%
O=C(Cc1cnn(-c2ccccc2)c1)c1ccc(O)c(O)c1O | ? | -13% | 4% | ? | -2% | ? | ? | ? | 5%
C[N+]1(CCCCCCC(=O)/C=N/O)CCCCCC1 | -1% | -15% | -2% | 22% | -3% | ? | -8% | -6% | 44%[activator]
Cc1ccc(Sc2nc(-c3ccccc3)ccc2C#N)cc1 | 7% | 27%[57.1 µM] | 6% | 47% | -10% | 13% | -3% | 59%[activator] | -1%
Cc1ccc(-c2csc(NC(=O)c3ccc(S(=O)(=O)N4CCc5ccccc54)cc3)n2)cc1 | 3% | 18% | -12% | 5% | -1% | -6% | 22% | -35% | -14%
CCCSc1nc2cc(C)c(C)cc2n1CC(O)CO (stereo unspecified) | 5% | 10% | 2% | 21% | -3% | 9% | 0% | -12% | 7%
COc1ccc(S(=O)(=O)NC(C)C(=O)NCc2cccnc2)cc1Cl (stereo unspecified) | 5% | 19% | 3% | 31% | 9% | -6% | -6% | 2% | -9%
Cc1cc2cc(CN(Cc3ccc4c(c3)OCO4)C(=O)c3ccco3)c(=O)[nH]c2cc1C | nt | ? | 1% | 8% | -3% | -27% | 16% | -20% | -1%
CC(=O)Nc1ccccc1C(=O)C(=O)NCCc1ccccc1 | 0% | 3%[57.1 µM] | -7% | 31% | -8% | -2% | -1% | -9% | -16%
O=C(c1ccccc1Cl)n1nc(-c2ccco2)nc1NCc1cccs1 | -1% | 9% | -3% | 14% | 7% | 5% | -11% | -10% | 1%

Structures from the list above that contain bromine:
SMILES | 12-LOX inh | rTrxR1 inhibitor | ERG-DNA inh | HP1b chromo inh | PGK inhibitor | RGS4 inh | Pin1 inhibitor | JMJD2A Tudor inh | GLS inh
O=C(NCc1ccc(F)cc1)C1CCN(S(=O)(=O)c2ccc(Br)s2)CC1 | -1% | 7%[57.1 µM] | -3% | 31%[activator] | -4% | -4% | 1% | 8% | -2%
CCN(CC)C(=O)c1cc(-c2ccc(Br)cc2)on1 | 2% | 10% | -2% | 13% | -3% | 7% | 6% | 0% | -1%
O=C(COc1ccccc1Br)NC1CCCC1 | -12% | 1% | -2% | 0% | i | -18% | -2% | -5% | -1%

Whole records as entered above. Values in the order: 12-LOX inh | rTrxR1 inhibitor | ERG-DNA inh | HP1b chromo inh | PGK inhibitor | RGS4 inh | Pin1 inhibitor | JMJD2A Tudor inh | GLS inh
Cc1ccc(-c2csc(NC(=O)c3ccc(S(=O)(=O)N4CCc5ccccc54)cc3)n2)cc1 in the list: 3% | 18% | -12% | 5% | -1% | -6% | 22% | -35% | -14%
CCCSc1nc2cc(C)c(C)cc2n1CC(O)CO (stereo unspecified) in the list: 5% | 10% | 2% | 21% | -3% | 9% | 0% | -12% | 7%

Not all compounds are listed; count on the stated rates, not on these rows.
